# Epigenetic reg – Quantitative High-Throughput Screen for Regulators of Epigenetic Control | Potency, µM (series often up to 53.9 µM), for the others: top-dose GFP activation, hits mostly activators | murine LDR cells, GFP reporter derepression, 30 h | actives 0.2% (n = 280,000) | AID 1865, 2009; note: % of control where 0% means no effect; nearly all actives have a fitted effect of over 60% in size
#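 GFP-positive cell count by laser-scanning cytometry (objects 20–120 um) after 30 h, 37 C compound exposure of murine LDR cells; reporter is CMV-GFP integrated at a silenced locus, inducible by HDAC or DNMT inhibitors.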
# KinaseGlo FLuc – Counterscreen for Luciferase (Kinase-Glo TM) Inhibition; actives 0.28% (n = 200,000); Kinase-Glo luciferase, ATP luminescence, 8 min; Potency, µM (top dose mostly 38.3 µM), for inactives: at the highest dose activity change, negative = inhibition, hits mostly inhibitors; note: % is set by controls: 0 for no effect and ±100 for the full control effect; nearly all actives have a fitted effect of over 60% in size
#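 Inhibition of Kinase-Glo luciferase light generation was assessed at 10 uM ATP in pH 7.2 imidazole buffer, with luminescence measured after eight minutes at ambient temperature.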
# NPSR antag – qHTS Assay for Antagonists of the Neuropeptide S Receptor: cAMP Signal Transduction. CHO-NPSR cells, cAMP TR-FRET, antagonist mode. Potency, µM (series often up to 38.3 µM), without a hit: top-dose activity change, negative = inhibition, hits mostly inhibitors. Q6W5P4. actives 1% (n = 220,000); note: % is set by controls: 0 for no effect and ±100 for the full control effect; nearly all actives have a fitted effect of over 50% in size; many of its hits are not listed in these tables
# Target sequence (Q6W5P4 whole entry, looked up): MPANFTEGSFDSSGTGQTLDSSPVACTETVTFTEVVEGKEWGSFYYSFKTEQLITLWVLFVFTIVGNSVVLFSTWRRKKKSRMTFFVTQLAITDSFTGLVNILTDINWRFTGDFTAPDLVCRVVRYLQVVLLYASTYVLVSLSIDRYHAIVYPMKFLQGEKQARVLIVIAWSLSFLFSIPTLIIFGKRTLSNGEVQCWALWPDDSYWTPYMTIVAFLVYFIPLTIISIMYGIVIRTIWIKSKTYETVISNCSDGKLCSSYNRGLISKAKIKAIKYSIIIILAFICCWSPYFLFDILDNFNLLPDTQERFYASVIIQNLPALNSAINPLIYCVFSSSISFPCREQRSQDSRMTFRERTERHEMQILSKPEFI
# RECQ1 helicase – qHTS Assay for Inhibitors of RecQ-Like Dna Helicase 1 (RECQ1); ATP-dependent DNA helicase Q1 (Homo sapiens), P46063; RECQ1 DNA unwinding, red fluorescence kinetic read; Potency, µM (top dose mostly 57.3 µM), for inactives: top-dose activity, negative = inhibition, hits mostly inhibitors; actives 0.54% (n = 240,000);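 note: plate controls were vehicle for no effect and no enzyme for full effect; nearly all actives have a fitted effect of over 30% in size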
#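 RECQ1T1 50 nM; forked duplex (20 bp + 30-nt ss tails) 200 nM, ATP 2 mM final; pH 8.0, 2 mM MgCl2, 2.5 ug/ml poly(dI-dC); 15 min compound preincubation; discontinuous kinetic read over 2 h at RT.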
# RGS12 GoLoco inh – qHTS Assay for Inhibitors of RGS12 GoLoco Motif Activity (Red Fluorophore); Guanine nucleotide-binding protein G(i) subunit alpha-1 (Homo sapiens), P63096; Gai1:RGS12 GoLoco peptide FP, rhodamine, 10 min; Potency, µM (series often up to 61.6 µM), for inactives: at the highest dose activity, negative = inhibition, hits mostly inhibitors; actives 0.44% (n = 230,000); active = well fitted inhibition curve with a large enough effect, not every such curve was filed as active; inactive = no such curve, though single readings can be large or run the other way; note: % is set by controls: 0 for no effect and ±100 for the full control effect; nearly all actives have a fitted effect of over 30% in size; many of its hits are not listed in these tables
# Target sequence (P63096 whole entry, looked up): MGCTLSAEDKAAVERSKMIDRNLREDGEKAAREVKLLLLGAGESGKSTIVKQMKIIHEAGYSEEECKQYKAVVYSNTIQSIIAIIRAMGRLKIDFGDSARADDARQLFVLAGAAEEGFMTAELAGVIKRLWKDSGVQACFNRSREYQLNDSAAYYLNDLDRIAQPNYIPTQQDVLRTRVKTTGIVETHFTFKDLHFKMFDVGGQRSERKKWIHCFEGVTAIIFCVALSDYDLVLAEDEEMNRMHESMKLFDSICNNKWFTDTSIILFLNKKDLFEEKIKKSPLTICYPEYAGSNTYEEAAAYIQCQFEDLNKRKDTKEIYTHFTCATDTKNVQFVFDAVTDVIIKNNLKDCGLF
# JMJD2E inh – qHTS Assay for Inhibitors of Human Jumonji Domain Containing 2E (JMJD2E); Lysine-specific demethylase 4E (Homo sapiens), B2RXH2; JMJD2E catalytic domain, FDH-coupled NADH fluorescence (FDH is formaldehyde dehydrogenase); Potency, µM (doses to about 57.1 µM), for the others: top-dose activity change, negative = inhibition, usual class: inhibitors; actives 1.6% (n = 230,000); active = well fitted inhibition curve with a large enough effect, not every such curve was filed as active; inconclusive = small, poorly fitted or top-dose-only effect, or another doubt; inactive = no such curve, though single readings can be large or run the other way;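 note: 0% = wells with enzyme and -100% = buffer wells without enzyme; nearly all actives have a fitted effect of over 50% in size; many of its hits are not listed in these tables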
# Target sequence (B2RXH2 1-337 limits assumed): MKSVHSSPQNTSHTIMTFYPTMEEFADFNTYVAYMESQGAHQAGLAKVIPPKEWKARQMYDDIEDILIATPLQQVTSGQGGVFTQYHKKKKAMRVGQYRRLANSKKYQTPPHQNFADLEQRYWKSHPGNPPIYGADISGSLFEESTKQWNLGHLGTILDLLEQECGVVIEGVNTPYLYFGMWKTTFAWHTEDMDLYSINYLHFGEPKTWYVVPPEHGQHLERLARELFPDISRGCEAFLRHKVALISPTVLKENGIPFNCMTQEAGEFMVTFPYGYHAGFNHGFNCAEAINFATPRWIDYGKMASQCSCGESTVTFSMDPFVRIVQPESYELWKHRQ
# SMN2 splice up – qHTS Assay for Enhancers of SMN2 Splice Variant Expression; HEK293 SMN2-luciferase splicing reporter, luminescence, 30-36 h; Potency, µM (series often up to 46.1 µM), without a hit: at the highest dose activity change, positive = activation, hits mostly activators; actives 2.8% (n = 210,000); AID 1458, 2008; note: % of control where 0% means no effect; nearly all actives have a fitted effect of over 55% in size
#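 qHTS luciferase splicing reporter: luminescence rises when SMN2 exon 7 is included in transfected HEK293 cells. Compound exposure lasted 30-36 h at 37C, with 4.5 mM final sodium butyrate as control, followed by a ONE-Glo read.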
# IMPase Li cell – qHTS Assay for Identifying the Cell-Membrane Permeable IMPase Inhibitors: Potentiation with Lithium. CHO-M1 cells, IP1 TR-FRET (IP-One), carbachol + lithium. Potency, µM (doses to about 59.4 µM), inactives show top-dose activity, negative = IMPase inhibition, most hits filed as inhibitors. actives 0.35% (n = 210,000). AID 1457, 2008;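 note: IP1 builds up when IMPase is blocked and the TR-FRET signal falls; plate controls were basal vehicle for no effect and high inhibitor control for full effect; nearly all actives have a fitted effect of over 50% in size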
#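 CHO cells stably expressing M1 receptor (2000/well) were cultured 16–30 h, then exposed to compounds with a small lithium addition for 30 min at 37C. IP1 was measured by TR-FRET competition; AC50 from Hill fits.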
# * marks the source's active call; other numbers are inactive results; i = inactive; ? = inconclusive; . = not tested or not shown; [ ] = remark or other dose. Unless noted, calls come from the whole dose curve; as a rule, active = well fitted curve in the direction sought with a large enough effect; inconclusive = small, poorly fitted or top-dose-only effect, or another doubt; inactive = no such curve, though single readings can be large; an effect the other way counts as inactive or inconclusive. Potency is the fitted concentration of half-maximal effect. This is a subset, so the mix of outcomes need not match the whole.
# Values in the order: RGS12 GoLoco inh, SMN2 splice up, KinaseGlo FLuc, JMJD2E inh, Epigenetic reg, IMPase Li cell, RECQ1 helicase, NPSR antag
CN1CCN(C(c2ccccn2)c2cc(Cl)c3cccnc3c2O)CC1 (stereo unspecified)
→ 0%, -18%, 0%, 25µM*, -0.3%, 9%, -3%, -33%
Brc1ccc(C2=NC(Cc3ccccc3)CO2)cc1 (stereo unspecified)
→ 3%, 7.1µM*, 3%, 8%, -4.4%, 7%, -2%, 3%
CCOC(=O)C(NCc1ccco1)(NC(=O)c1ccc(OC)cc1)C(F)(F)F (stereo unspecified)
→ 0%, 2%, -4%, -4%, -1.3%, -2%[38.3 µM], -8%, -2%[46.1 µM]
Cc1cccc(C(=O)Oc2ccccc2/C=N/Nc2ccc([N+](=O)[O-])cc2)c1
→ 2%, -9%, -2%, -4%, 10%, 0%, -1%, -23%
O=c1[nH]c2ccccc2n1CCCOc1ccccc1
→ 0%, -22%, 1%, 17%, 0.4%, 2%[38.3 µM], -1%, -22%[46.1 µM]
Cc1ccc(NC(=O)Cn2cnc3c(oc4nc5c(cc43)COC(C)(C)C5)c2=O)cc1
→ 9%, 24%, -2%, -20%, 16%, -4%, 3%, 9%
COc1cccc(CNCCOCCO)c1OC
→ -1%, 27%, 4%, 10%, 7.2%, 2%[38.3 µM], i, -22%[46.1 µM]
Cc1ccc(NC(=O)N2CCC(=O)N2)cc1
→ -4%, 8%, 0%, 12%, 0.8%, 5%[38.3 µM], i, -7%[46.1 µM]
Cc1ccc(N2C(=S)SC3CS(=O)(=O)CC32)cc1 (stereo unspecified)
→ -2%, -1%, 1%, 6%, 1.1%, 3%, -9%, 14%
Cc1nn(CC(=O)N2c3ccccc3NC(=O)C2(C)C)c(C)c1[N+](=O)[O-]
→ -5%, 19%, 3%, -4%, -1.1%, -1%, -12%, 2%
COc1ccccc1NC(=S)N(CCN(C)C)C(C)c1ccncc1 (stereo unspecified)
→ -1%, ., ., -4%, -0.9%, ., -2%, 11%
O=C(CSc1nnc(-c2c[nH]c3ccccc23)n1CC1CCCO1)Nc1ccc2c(c1)OCCO2 (stereo unspecified)
→ 5%, 17%, -1%, -2%, -1.4%, 23%[38.3 µM], -12%, -9%[46.1 µM]
CCOC(=O)N1CCN(C(=O)CS(=O)Cc2nc(-c3cccc(C)c3)oc2C)CC1 (stereo unspecified)
→ 13%, 13%, -1%, 4%, -0.2%, 5%[38.3 µM], 0%, -7%[46.1 µM]
CCCn1c(-c2ccc(F)cc2)nc2c(NCCCN3CCCCC3C)nc(C)nc21 (stereo unspecified)
→ 7%, -9%, -2%, ?, 0.9%, 3%, -1%, .
C/C(=N\Nc1ccccn1)c1cccs1
→ 6%, 32µM*, -3%, 6%, -1.4%, 2%, i, -38%
O=C(O)C1CCN(Cc2cccnc2)CC1
→ 3%, -1%, 0%, -4%, 3.2%, -2%, -1%, -10%
Cc1ccsc1C(=O)N1CCN(S(=O)(=O)c2cccs2)CC1
→ 0%, 9%, 1%, 1%, -4.2%, 4%, -4%, 10%
Nc1c(C(=O)OCC2CCCO2)c2nc3ccccc3nc2n1-c1ccc2c(c1)OCCO2 (stereo unspecified)
→ 10%, ., -4%, ?, -1.9%, 21%[38.3 µM], -5%, -29%[46.1 µM]
C=CCc1ccccc1OCC(O)CNC(=O)c1ccccc1C(=O)O (stereo unspecified)
→ 5%, ., ., 8%, 1.4%, ., -4%, 9%
O=C1CC(N2CCN(c3ccc(F)cc3)CC2)C(=O)N1Cc1ccc(N2CCCC2=O)cc1 (stereo unspecified)
→ -2%, -59%[inhibitor], 6%, ?, -1.1%, 31%[activator][38.3 µM], i, -2%[46.1 µM]
CCON1C(=O)C(C)(C)N(OCC)C(=O)C1(C)C
→ -3%, ., ., -2%, 0.0%, ., 0%, 16%
COC(=O)[C@H]1CCCN1C(=O)Nc1cccc(Oc2c(F)c(F)c(F)c(F)c2F)c1
→ 21%, -8%, -4%, 6%, -1.1%, 6%[38.3 µM], -3%, -5%[46.1 µM]
O=C(/C=C/c1ccccc1)c1ccc(O[C@H]2OC(CO)C(O)C(O)C2O)cc1O (stereo partly specified)
→ -2%, 4%, -1%, 2%, -1.3%, 3%, i, .
CC[N+](CC)(CC)CCOc1ccc(/C=C\c2ccccc2)cc1
→ -6%, ., -13%, 25µM*, 4.4%, 24%, 2%, .
CCOC(=O)c1nn(-c2ccc(F)cc2)c(C)c1C(C)=O
→ -5%, -14%, -1%, 0%, 0.0%, 9%[38.3 µM], -6%, -5%[46.1 µM]
O=C(CCN1CCN(c2ccc(F)cc2)CC1)Nc1ccccc1F
→ 4%, 27%, -1%, 3%, -1.1%, 19%[38.3 µM], -2%, 7%[46.1 µM]
Cc1cc(C)cc(N=c2c([N+](=O)[O-])nn(-c3ccc(Cl)cc3)n2O)c1
→ -4%, -27%, 4%, 8%, 1.1%, 10%, -17%, -11%
Cc1c(C(=O)O)cnc2c([N+](=O)[O-])cnn12
→ 8%, 16%, -3%, -3%, -1.5%, 8%, -3%, 9%
Cc1ccc(-c2nc(SCC(=O)N(C)C3CCS(=O)(=O)C3)[nH]c2-c2ccc(C)cc2)cc1 (stereo unspecified)
→ -8%, ?, -3%, ?, -8.5%, 44%[activator][38.3 µM], -1%, -22%[46.1 µM]
Cc1ccc(CNC(=O)COC(=O)c2cc3c(s2)CCC(C)C3)cc1 (stereo unspecified)
→ ., ., ., -3%, 0.0%, ., -7%, 1%[46.1 µM]
CC(NC(=O)CSc1nc(=O)cc(N)n1CCc1ccccc1)c1ccccc1 (stereo unspecified)
→ -1%, -11%, 0%, -3%, -0.3%, -3%[38.3 µM], -17%, ?
O=C(COc1ccccc1F)c1ccc(O)cc1O
→ 7%, -5%, -2%, -1%, -0.4%, 11%[38.3 µM], i, -7%[46.1 µM]
Cc1ccc2c(c1)Oc1ccccc1C=C2C(=O)O
→ 3%, ., 1%, 6%, 0.8%, -2%, -13%, 3%
Cc1c(C)n(CCC#N)c2ccccc12
→ 1%, -5%, 3%, ?, 0.0%, -1%, -5%, 18%
O=C(COc1ccc(Cl)cc1Cl)Nc1c(-c2cccs2)nc2ccccn12
→ 39%[activator], -73%[inhibitor], 4%, -5%, 0.0%, ?, -4%, 1%
Cc1cc(C(=O)OCC(=O)NCCCN2CCCC2=O)c2ccccc2n1
→ -4%, -9%, -1%, ?, 4.7%, -14%[38.3 µM], -13%, -7%[46.1 µM]
COC(=O)c1ccc(C(NC(=O)OCc2ccccc2)/C(=C/[C@@H](C)C(=O)NCCF)c2cccnc2)cc1 (stereo partly specified)
→ 1%, -5%, 0%, -4%, 0.3%, -4%, -4%, .
Clc1ccc(Oc2cnc3ccccc3n2)cc1
→ 0%, 0%, -1%, 2%, -2.1%, 4%[38.3 µM], -14%, -13%[46.1 µM]
C=CCOc1cccc(NC(=O)c2ccccc2SC)c1
→ 9%, -1%, 0%, 1%, 1.2%, -1%, i, -13%
Cc1ccc(S(=O)(=O)N(C)c2ccc(C(=O)N3CCN(Cc4ccc5c(c4)OCO5)CC3)cc2)cc1
→ -12%, -69%[inhibitor], 0%, -5%, 1.4%, 37%[activator][38.3 µM], i, -27%[46.1 µM]
CCCc1cc(Nc2cccc(OCC)c2)n2ncnc2n1
→ 5%, -14%, 6%, -9%, -0.7%, 9%[38.3 µM], i, -14%[46.1 µM]
COc1ccc(CNC(=S)Nc2ccc(-c3ccccc3)cc2)cc1
→ -3%, -9%, 0%, -6%, 8.1%, -8%, 0%, -45%
O=C(CNC(=O)c1ccco1)OCC(=O)c1ccc2ccccc2c1
→ 5%, 7%, 0%, ?, 0.0%, -2%[38.3 µM], -13%, -2%[46.1 µM]
C=CCNC(=S)Nc1ccc(N2CCOCC2)c(S(=O)(=O)Nc2ccccc2Cl)c1
→ 3%, 15%, 1%, 3%, -2.7%, 5%, i, -23%
CCOc1ccc(N(CC(=O)NC2CCCCC2)C(=O)CSc2nnc(COc3ccccc3)o2)cc1
→ 9%, -7%, 2%, -5%, 14%, 18%, i, ?
O=C(Cn1cncc1-c1ccc([N+](=O)[O-])cc1)Nc1cccc2ccccc12
→ -7%, -23%, -1%, 1%, 0.3%, 1%, 4%, 7%
COc1cccc(CN(Cc2cccnc2)S(=O)(=O)c2ccc(-n3cnnn3)c(C)c2)c1
→ 50%[activator], -5%, -4%, -2%, -1.0%, 22%[38.3 µM], -5%, -29%[46.1 µM]
Cc1cc(NS(=O)(=O)c2ccc(Nc3nc(-c4sc(N)nc4C)cs3)cc2)no1
→ 3%, -17%, 0%, 6%, -2.6%, -4%[38.3 µM], ?, -5%[46.1 µM]
NC(=S)N/N=C1\CCOc2ccc(Cl)cc21
→ 9%, ., ., 4%, 2.9%, ., -17%, ?
COc1ccc(-c2ccc(SCC(=O)N3CCN(c4ccccc4)CC3)nn2)cc1
→ 16%, 0%, 3%, 5%, 2.1%, -1%, i, 8%
COc1ccc(-n2c(CNC(=O)COc3ccccc3)n[nH]c2=S)cc1
→ -2%, 17%, 0%, -2%, 3.0%, -6%, -7%, -7%
COc1ccc(CN(C2CCCC2)S(=O)(=O)c2ccc(-n3cnnn3)cc2)cc1OC
→ -1%, -38%[inhibitor], -3%, 4%, 1.2%, 13%, -1%, -18%[46.1 µM]
O=C(OCn1nnc2ccccc2c1=O)c1ccc2c(=O)n3c(nc2c1)CCC3
→ 5%, -2%, -4%, -7%, 0.7%, 12%[38.3 µM], -3%, -3%[46.1 µM]
Cc1cc(CN(C)C(=O)CC2C(=O)NCCN2Cc2c(F)cccc2Cl)on1 (stereo unspecified)
→ -4%, ., ., 0%, 5.3%, ., 17%, 16%
FC(F)(F)c1nnc(-c2ccccc2)nc1N1CCOCC1
→ 7%, 0%, -1%, 5%, 0.0%, 10%[38.3 µM], -11%, 2%[46.1 µM]
Cc1cc(C)n(CC(=O)NC2CCCCC2)n1
→ -4%, 4%, 1%, 2%, -1.1%, 15%[38.3 µM], -8%, 1%[46.1 µM]
